# High-throughput results as filed in PubChem BioAssay.
# SMARCA2 activ: SMARCA2 function activation, primary screen; MG213 cells, MMTV-luciferase reporter, dexamethasone, overnight; activation, % at 9.1 µM; 370,000 compounds, 1% hits; AID 652017; in the data active = activation above about 7.8%;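 also: 0% = vehicle wells and 100% = reference activator wells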
# ADAM10 inh: inhibitors of human ADAM10; O14672; recombinant ADAM10, EDANS/DABCYL FRET peptide cleavage, 3 h; inhibition, % at 7 µM; 370,000 compounds, 0.62% hits;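 active = inhibition above a per-campaign cutoff equal to the mean of compounds falling between control-based bounds plus 3 SD, cut at about 20% in these data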;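 also: 0% = DMSO wells while the 100% control is not disclosed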
# DAX1 inh-1: NR0B1 (DAX1) inhibition; HEK293 Gal4-DAX1 luciferase reporter, luminescence; inhibition, % at 6.75 µM; P51843; AID 504766; 340,000 compounds, 0.99% hits;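 active = inhibition above the mean over all tested compounds plus 3 SD, cut at about 4.2% in these data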;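 also: 0% = DAX1-transfected cells with DMSO and 100% = empty-vector control cells with DMSO; inhibition shows as a rise in luminescence from relieved DAX1 repression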
# GC-A act: GC-A (human) enzyme activation. P16066. HEK293 GC-A cells, cGMP TR-FRET, EC30 ANP; 0% at EC30 ANP, 100% saturating ANP. activation, % at 10 µM. 370,000 compounds, 0.14% hits. AID 1671463; in the data active = activation above about 40%
# FXN GAA850 act: activators of GAA850 frataxin (FXN) promoter; 360,000 compounds, 0.56% hits; HEK293 lucGAA850 FXN promoter luciferase reporter, 24 h; percent of 10 µM SAHA response; activation, % at 6 µM;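 active = activation above the average of all compounds screened plus 3 SD, cutoff fixed separately per campaign, cut at about 7.5% in these data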;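 also: 0% = DMSO wells and 100% = 10 µM SAHA wells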
# GC-B act: GC-B (human) receptor activation; HEK293-GC-B cells, CNP EC30, cGMP TR-FRET; 0% at EC30 CNP, 100% saturating CNP; 370,000 compounds, 0.11% hits; activation, % at 10 µM; P20594; AID 1920062;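 active = activation at 10 µM reaching about 35% in either raw or pattern-adjusted values, limit read from the data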
# Target sequence (P20594 whole entry, looked up): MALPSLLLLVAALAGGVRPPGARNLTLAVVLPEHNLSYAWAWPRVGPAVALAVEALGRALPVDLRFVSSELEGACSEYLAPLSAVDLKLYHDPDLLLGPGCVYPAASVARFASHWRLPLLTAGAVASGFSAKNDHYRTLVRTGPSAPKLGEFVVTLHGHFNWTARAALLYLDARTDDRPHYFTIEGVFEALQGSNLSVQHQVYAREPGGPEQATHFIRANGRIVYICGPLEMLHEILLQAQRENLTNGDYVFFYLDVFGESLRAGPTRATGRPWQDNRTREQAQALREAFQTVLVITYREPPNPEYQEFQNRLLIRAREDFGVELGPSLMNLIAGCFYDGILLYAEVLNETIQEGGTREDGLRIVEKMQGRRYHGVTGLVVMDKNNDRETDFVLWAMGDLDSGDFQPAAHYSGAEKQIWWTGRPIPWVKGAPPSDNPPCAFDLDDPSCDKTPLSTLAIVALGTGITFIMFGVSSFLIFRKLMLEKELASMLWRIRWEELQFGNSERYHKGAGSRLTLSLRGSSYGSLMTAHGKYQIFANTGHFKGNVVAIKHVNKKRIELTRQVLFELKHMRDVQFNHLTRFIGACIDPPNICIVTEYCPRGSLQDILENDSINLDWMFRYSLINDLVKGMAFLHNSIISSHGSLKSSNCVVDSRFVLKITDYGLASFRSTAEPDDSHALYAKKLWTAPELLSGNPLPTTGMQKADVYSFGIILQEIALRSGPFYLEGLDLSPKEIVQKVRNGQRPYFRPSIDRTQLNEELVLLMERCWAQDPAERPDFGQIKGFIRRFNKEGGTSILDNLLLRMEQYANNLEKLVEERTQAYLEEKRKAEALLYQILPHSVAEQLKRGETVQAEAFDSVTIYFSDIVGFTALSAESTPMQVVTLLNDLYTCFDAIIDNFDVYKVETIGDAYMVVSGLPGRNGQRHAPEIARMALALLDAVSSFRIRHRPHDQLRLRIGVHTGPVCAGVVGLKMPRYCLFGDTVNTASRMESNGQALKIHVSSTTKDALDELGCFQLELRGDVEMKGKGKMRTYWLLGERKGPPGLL
# hcDAF-12 act: activators of H. contortus DAF-12 nuclear receptor | HEK293 hcDAF-12 lit1-tk-luc reporter, luminescence; 0% DMSO, 100% Δ7-dafachronic acid | activation, % at 6.8 µM | 370,000 compounds, 1.4% hits;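 active = activation above the mean of all tested compounds plus 3 SD, cut at about 5.5% in these data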;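 also: 100% = response to 3 µM Δ7-dafachronic acid high control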
# DAX1 inh-2: DAX1 (NR0B1) inhibition, primary screen; HEK293T StAR-luciferase reporter, SF-1/DAX-1 repression relief; inhibition, % at 6.8 µM; 370,000 compounds, 1.1% hits; AID 652010;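 active = inhibition above the mean over all tested compounds plus 3 SD, cut at about 3.6% in these data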;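 also: 0% = DAX-1 cells with DMSO and 100% = cells lacking DAX-1 with DMSO; higher inhibition means more luminescence from relief of DAX-1 repression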
# sPLA2-III inh: Blocks human group III sPLA2 activity | 370,000 compounds, 0.56% hits | inhibition, % at 12.2 µM | QFRET BODIPY PC-A2 liposome hydrolysis, fluorescence | AID 743126 | Q9NZ20;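 active = inhibition above mean plus 3 SD of compounds lying within the high and low control bounds, cut at about 19% in these data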;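 also: 0% = median of test compound wells and 100% = no enzyme DMSO wells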
# ssDAF-12 act: activators of S. stercoralis DAF-12 nuclear receptor | HEK293 ssDAF-12/GRIP1 lit1-tk-luc reporter, luminescence; % of 3 µM dafachronic acid response | activation, % at 6.8 µM | 370,000 compounds, 1% hits;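 active = activation above the mean over all tested compounds plus 3 SD, cut at about 0.9% in these data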;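 also: 0% = DMSO-only wells and 100% = 3 µM delta7-dafachronic acid wells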
# hgDAF-12 ag: hgDAF-12 agonism, primary luciferase screen; HEK293 GAL4-hgDAF12 UAS-luciferase reporter, agonist luminescence; normalized to butyrate control; activation, % at 6.8 µM; 370,000 compounds, 1.8% hits;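 active = activation above a cutoff set at the mean of all screened compounds plus 3 SD, cut at about 10% in these data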;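 also: 0% = DMSO wells and 100% = sodium butyrate wells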
# An asterisk follows results filed as active; i = inactive; . = not tested or not shown; & = joins results of further samples. An excerpt, so the mix of outcomes need not match the whole.
# Every second line gives: SMARCA2 activ	ADAM10 inh	DAX1 inh-1	GC-A act	FXN GAA850 act	GC-B act	hcDAF-12 act	DAX1 inh-2	sPLA2-III inh	ssDAF-12 act	hgDAF-12 ag
1: Fc1ccccc1CCNCc1cccc2ccccc12
→ 0	-13	-1.0	-14	1.9	-12	1.3	0.0	5	-1.9	0.2
2: CCN1CCN(Cc2cc(Br)ccc2O)CC1
→ -3	2	0.1	-1	-0.4	-4	-2.2	-0.1	8	-1.0	4.1
3: CC(=NCc1ccco1)c1c(O)n(-c2ccccc2)c(=O)[nH]c1=O
→ -1	-1	-0.2	-1	1.1	-1	-0.7	0.1	-4	-1.0	-1.9
4: CCC(=NCc1cccnc1)c1c(O)n(-c2ccccc2)c(=O)[nH]c1=O
→ -1	-5	.	2	1.7	9	-1.8	-0.5	-2	-1.4	-1.2
5: Nc1c(C(=O)OCC2CCCO2)c2nc3ccccc3nc2n1Cc1cccs1 (stereo not drawn)
→ 0	i	-0.5	21	0.6	7	-2.0	-1.4	-30	-1.6	-2.4
6: C=CC[C@@H](C)CC(=O)C(CCCN=[N+]=[N-])SOOc1ccccc1 (stereo partly drawn)
→ 0	10	1.3	-3	1.6	-3	-0.2	-0.5	-3	-0.6	-0.2
7: C[N+]1(C)[C@@H]2CC[C@H]1CC(OC(=O)[C@@H](CO)c1ccccc1)C2 (stereo partly drawn)
→ 0	-7	-1.5	-2	2.9	-1	0.1	0.4	5	-1.1	0.2
8: O=[N+]([O-])c1cc2c(cc1CNCCc1ccc3c(c1)OCO3)OCO2
→ 4	-5	0.5	-1	1.8	-5	3.4	1.2	-1	-0.4	2.3
9: C1=C(CCNCc2ccccc2)CCCC1
→ -2	-9	-0.2	-20	0.6	-12	-2.5	-1.3	2	-1.2	-3.6
10: CCN(CC)c1ccc(CNCCc2ccccc2F)cc1
→ 2	6	-0.2	-5	3.2	0	-1.6	0.6	-1	-1.9	-2.0
11: O=C1NC(=O)N(Cc2ccc(F)cc2)C(=O)/C1=C\c1ccc(N2CCCC2)cc1
→ -3	-11	0.3	14	0.5	5	0.9	0.2	8	-0.6	-0.3
12: CCc1nc(N2CCNCC2)c(C#N)c2c1CSC(C)(C)C2
→ -1	-63	0.7	1	-0.8	-5	-1.5	-1.0	-8	-0.6	-2.6
13: O=c1[nH]cc(COCC(F)(F)C(F)(F)C(F)(F)F)c(=O)[nH]1
→ -3	-4	-0.4	3	-2.0	-2	-0.2	0.1	-24	-1.8	-1.1
14: COc1ccc(CNCCc2c(C)[nH]c3ccc(OC(F)(F)F)cc23)c(OC)c1
→ -6	-4	-4.1	-60	-6.1	-19	-5.0	-1.5	-19	-2.2	-6.1
15: C=CCn1c(O)c(C=Nc2ccc(F)cc2)c(=O)[nH]c1=O
→ 1	-8	2.6	-3	2.1	-2	-1.7	0.6	2	0.1	2.3
16: CCN(CC)CCNCc1nc2ccccc2c(=O)n1-c1ccc(F)cc1
→ -2	-2	0.3	-1	0.2	-7	2.1	0.4	-5	-0.3	0.2
17: NCCc1ccccc1
→ -2	-8	-0.2	3	0.2	1	-1.1	0.8	11	-1.0	2.3
18: O=C(O)C1C2CCC(O2)C1C(=O)Nc1cccc(Br)c1 (stereo not drawn)
→ -1	-3	-1.4	3	4.5	2	2.4	0.1	10	-1.3	-1.1
19: COc1ccc(CCn2c(O)c(C=NCc3ccc4c(c3)OCO4)c(=O)[nH]c2=O)cc1OC
→ 2	-1	0.5	-37	-2.7	-17	0.7	0.9	-3	-1.0	0.9
20: COc1ccc(C[C@@H]2c3cc(O)c(OC)cc3CCN2C)cc1O
→ 0	2	-1.0	0	0.4	-2	1.0	0.4	-4	-0.8	0.3
21: CCc1cccc(C)c1NC(=S)N1CC2CC(C1)c1cccc(=O)n1C2 (stereo not drawn)
→ -3	1	-0.7	-3	1.8	0	0.4	0.9	18	0.0	-1.2
22: Cc1ccc(S(=O)(=O)Nc2cc(C(=O)N3CCC4(CC3)OCCO4)ccc2N2CCCCC2)cc1
→ 0	4	-0.9	2	0.0	1	-1.5	0.0	-17	-0.9	-0.5
23: Cc1ccc(C)c(OCC(=O)N2CCN(Cc3ccc4c(c3)OCO4)CC2)c1
→ -1	-5	-0.8	1	-1.1	2	-2.5	-0.4	-7	-1.7	-0.3
24: CC(=O)NNC(=O)CN1C(=O)CN=C(c2ccccc2)c2cc(Br)ccc21
→ -2	2	0.2	-7	-0.4	2	0.4	-0.8	3	-1.1	3.5
25: COC(=O)C1=C(c2cc3ccccc3o2)C[C@@H]2CC[C@H]1N2C(=O)NCCO
→ 0	3	1.2	-1	1.5	1	-0.8	-0.2	2	-1.3	2.3
26: C=CCN1C(=O)/C(=C/c2cccs2)C(=O)NC1=S
→ 2	0	0.0	13	1.1	3	0.3	-0.2	-2	-0.6	-2.0
27: Cc1cccn2c(=O)c3c(nc12)N1CCC(Cc2ccccc2)CC1C1(C3)C(=O)N(C)C(=O)N(C)C1=O (stereo not drawn)
→ 0	-10	0.6	-4	0.6	4	-1.3	-0.7	-10	-1.1	-3.0
28: COc1cccc(-n2c(CN3CCOCC3)nc3ccc([N+](=O)[O-])cc3c2=O)c1
→ 11*	2	-1.9	0	1.0	2	3.2	-0.5	-7	-0.6	-3.3
29: COc1ccc(C(=O)CC(c2ccc3c(c2)OCO3)c2c(O)c3ccccc3oc2=O)cc1OC (stereo not drawn)
→ -2	-5	-0.4	2	1.3	-4	-0.7	-0.5	-8	-0.9	-0.2
30: Clc1ccc(C[n+]2c(-c3ccccc3)cc(-c3ccccc3)cc2-c2ccccc2)cc1
→ -7	-213	-3.4	-22	-8.0	-21	-4.7	-3.0	13	-2.3	-11

# Later entries.
# Every second line gives: SMARCA2 activ	ADAM10 inh	DAX1 inh-1	GC-A act	FXN GAA850 act	GC-B act	hcDAF-12 act	DAX1 inh-2	sPLA2-III inh	ssDAF-12 act	hgDAF-12 ag
31: CCN(CC)CCN=C(C)c1c(O)n(-c2ccccc2OC)c(=O)[nH]c1=O
→ 0	-9	-1.1	9	1.9	7	-0.5	0.0	6	0.2	-1.7
32: CC1=C(C(=O)O)N2C(=O)C(NC(=O)Cc3ccccc3)C2SC1 (stereo not drawn)
→ 0	-3	0.5	0	-0.4	-2	-2.3	0.4	1	-1.8	-0.4
33: CCOC(=O)C1=C(C)c2ccccc2OC1(C(=O)OCC)c1ccccc1 (stereo not drawn)
→ -4	3	-0.3	-10	-0.1	-8	0.3	1.4	-2	-1.4	0.7
34: CC(=NCCN1CCCCC1)c1c(O)n(-c2ccc(Cl)cc2)c(=O)[nH]c1=O
→ 1	0	-0.5	4	-0.9	-2	-0.4	-0.4	-1	-1.4	0.6
35: O=C(C(=O)N1CCOCC1)c1cn(Cc2c(F)cccc2Cl)c2ccccc12
→ -2	-9	-0.1	3	0.6	3	-1.9	0.1	2	-1.4	-1.9
36: CN1CCN(c2nc(N(C)C)oc(=O)c2C#N)CC1
→ 0	4	1.2	7	-0.2	1	-0.7	-0.1	-5	-1.2	-0.1
37: ON1C2CCCCC2N(O)C1c1ccccc1F (stereo not drawn)
→ -1	4	1.0	0	3.7	4	-0.4	0.3	6	-1.3	-0.8
38: Cc1cc(OCC(=O)NCc2ccncc2)c2c3c(c(=O)oc2c1)CCC3
→ -1	-97	-0.2	-10	-0.6	-6	-0.4	-0.4	1	-0.8	0.6
39: CCN1CCC2(CC1)NC(=O)c1ccccc1O2
→ 1	-10	1.6	-4	-1.7	-1	-1.9	0.0	8	-1.4	-0.9
40: COCCCn1c(N)c(C(=O)Nc2ccccc2)c2nc3ccccc3nc21
→ 1	-32	.	8	1.2	-9	-1.7	-0.6	-11	-1.6	-1.2
41: Cc1cc(C(=O)N2CCC3(CC2)OCCO3)cs1
→ -1	3	0.9	3	0.5	3	-1.7	0.0	4	-1.1	1.8
42: COc1ccc(N=C(C)c2c(O)n(C)c(=O)n(C)c2=O)c(OC)c1
→ 1	5	-1.2	-3	1.7	2	-1.5	0.5	0	-0.7	-1.7
43: CCN1CCN(Cc2nc3ccc([N+](=O)[O-])cc3c(=O)n2-c2ccccc2F)CC1
→ -3	-13	0.3	6	0.6	0	1.1	0.2	14	0.6	-2.2
44: Cc1cccc(C)c1-n1nnnc1C(c1ccccc1OC(F)(F)F)N1CCC(n2c(=O)[nH]c3ccccc32)CC1 (stereo not drawn)
→ -2	-12	.	-7	.	-1	-0.4	1.0	-3	-1.3	-0.4
45: c1ccc2c(CN3CCCCC3)c[nH]c2c1
→ -5	0	-1.0	-3	1.4	-7	2.5	1.1	7	-0.3	2.7
46: COC1=CCC2([N+](=O)[O-])CN(C)CC1([N+](=O)[O-])C2 (stereo not drawn)
→ -1	-8	-0.2	5	1.1	3	0.0	-0.1	5	-1.4	-1.1
47: Cc1ccccc1-c1nc(CS(=O)CC(=O)N2CCC3(CC2)OCCO3)c(C)o1 (stereo not drawn)
→ 0	-4	-0.4	2	2.9	0	-2.1	-0.2	-2	-1.1	3.3
48: COC(=O)N(c1ccccc1)P(=O)(Oc1ccccc1)Oc1ccccc1
→ 0	5	-1.6	-15	-0.6	-1	3.6	0.0	-6	-0.4	-2.8
49: O=C(/C=C/c1ccccc1)NC(=S)N1C[C@H]2C[C@H](C1)c1cccc(=O)n1C2
→ 1	-16	-1.5	4	-0.9	5	1.5	-0.2	12	-1.2	-0.5
50: ClC1C(Cl)C(Cl)C(Cl)C(Cl)C1Cl (stereo not drawn)
→ 0&-4	-4&13	-1.1&0.3	6&1	-0.6&-0.4	4&1	-1.1&0.1	0.0&-0.2	8&6	-1.3&-0.9	0.8&-1.1
51: Cc1ccc([N+](=O)[O-])cc1
→ -4	-10	0.3	5	-1.4	5	-0.8	1.2	5	-1.2	1.8
52: COc1cc2c(cc1OC)CN(c1ccc([N+](=O)[O-])c(C(F)(F)F)c1)CC2
→ -5	-4	-1.0	14	3.1	13	-0.9	-1.0	3	-0.9	-0.5
53: COc1ccc2nc3c(C)n(C)ccc-3c2c1
→ 0	i	-0.2	-1	0.2	0	0.0	-1.8	2	-0.5	3.2
54: Cc1ccc(NC(=O)c2ncn(CCCNCCN3CCOCC3)n2)cc1C
→ -4	-11	-1.7	3	0.1	-1	2.5	-1.3	4	-1.0	1.0
55: c1ccc(CN2CCN(Cc3ccc4ccccc4c3)CC2)cc1
→ -1	9	-0.3	6	0.5	2	-1.4	0.1	10	-1.1	1.0
56: CCC(CO)NC(=O)C1C=C2c3cccc4[nH]cc(c34)CC2N(C)C1 (stereo not drawn)
→ -3	-291	1.1	-6	-2.5	-1	-0.3	-0.5	-7	-1.5	-1.2
57: O=C(N/N=C/C1C(=O)NC(=S)N(c2ccccc2)C1=O)c1cc(Br)c(O)c(Br)c1 (stereo not drawn)
→ -3	-12	0.3	3	1.8	0	-1.4	0.3	0	-0.9	0.4
58: O=C1NC(=S)N(c2ccccc2)C(=O)/C1=C/c1ccco1
→ 1	3	1.5	-39	1.6	3	0.8	0.1	-2	0.9	-2.7
59: COc1ccccc1NP1(=O)OCC(C)([N+](=O)[O-])CO1 (stereo not drawn)
→ 2	1	1.5	2	1.7	1	-1.2	-0.7	4	-0.4	0.9
